Source: PubChem BioAssay
hgDAF12 agonist – hgDAF-12 agonism, primary luciferase screen. HEK293 GAL4-hgDAF12 UAS-luciferase reporter, agonist luminescence; normalized to butyrate control. activation, % at 6.8 µM. 370,000 compounds, 1.8% hits. AID 687014;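 active means activation above a cutoff set at the mean of all screened compounds plus 3 SD, cut at about 10% in these data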;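 further: 0% = DMSO wells and 100% = sodium butyrate wells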
GC-A act – GC-A (human) enzyme activation; P16066; HEK293 GC-A cells, cGMP TR-FRET, EC30 ANP; 0% at EC30 ANP, 100% saturating ANP; activation, % at 10 µM; 370,000 compounds, 0.14% hits; in the data active means activation above about 40%
DAX1 inh-1 – NR0B1 (DAX1) inhibition | P51843 | HEK293 Gal4-DAX1 luciferase reporter, luminescence | inhibition, % at 6.75 µM | 340,000 compounds, 0.99% hits | AID 504766;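 active means inhibition above the mean over all tested compounds plus 3 SD, cut at about 4.2% in these data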;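 further: 0% = DAX1-transfected cells with DMSO and 100% = empty-vector control cells with DMSO; inhibition shows as a rise in luminescence from relieved DAX1 repression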
Target sequence (P51843 207-470 limits assumed): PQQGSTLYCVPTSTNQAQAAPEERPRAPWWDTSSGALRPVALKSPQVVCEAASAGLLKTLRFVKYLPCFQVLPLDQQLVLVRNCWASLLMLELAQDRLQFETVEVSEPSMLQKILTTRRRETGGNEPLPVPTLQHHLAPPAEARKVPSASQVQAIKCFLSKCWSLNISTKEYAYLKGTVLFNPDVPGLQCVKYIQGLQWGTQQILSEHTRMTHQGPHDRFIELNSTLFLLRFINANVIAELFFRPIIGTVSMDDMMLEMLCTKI
ADAM10 inh – ADAM10 inhibition, QFRET primary screen; AID 720582; inhibition, % at 7 µM; 370,000 compounds, 0.62% hits; recombinant ADAM10, EDANS/DABCYL FRET peptide cleavage, 3 h;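 active means inhibition above a per-campaign cutoff equal to the mean of compounds falling between control-based bounds plus 3 SD, cut at about 20% in these data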;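 further: 0% = DMSO wells while the 100% control is not disclosed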
Target sequence (O14672 214-748 limits assumed): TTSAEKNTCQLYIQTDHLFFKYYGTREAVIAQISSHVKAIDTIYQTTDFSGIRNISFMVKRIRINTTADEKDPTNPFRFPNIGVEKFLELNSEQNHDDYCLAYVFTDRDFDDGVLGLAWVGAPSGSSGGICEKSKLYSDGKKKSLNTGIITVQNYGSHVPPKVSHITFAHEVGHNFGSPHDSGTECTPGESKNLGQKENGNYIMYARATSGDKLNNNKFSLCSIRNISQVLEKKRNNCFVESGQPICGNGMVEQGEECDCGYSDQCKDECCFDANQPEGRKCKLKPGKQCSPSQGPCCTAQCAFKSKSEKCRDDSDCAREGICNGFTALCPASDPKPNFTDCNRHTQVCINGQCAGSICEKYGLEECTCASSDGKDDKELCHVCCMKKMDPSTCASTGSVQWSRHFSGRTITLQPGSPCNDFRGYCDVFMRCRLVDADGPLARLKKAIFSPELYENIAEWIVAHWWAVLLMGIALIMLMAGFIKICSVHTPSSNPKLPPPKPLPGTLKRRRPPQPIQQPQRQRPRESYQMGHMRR
FXN GAA850 act – increases GAA850 frataxin promoter reporter activity; 360,000 compounds, 0.56% hits; activation, % at 6 µM; AID 540364; HEK293 lucGAA850 FXN promoter luciferase reporter, 24 h; percent of 10 µM SAHA response;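 active means activation above the average of all compounds screened plus 3 SD, cutoff fixed separately per campaign, cut at about 7.5% in these data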;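 further: 0% = DMSO wells and 100% = 10 µM SAHA wells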
DAX1 inh-2 – blocks DAX1 repression of SF-1 activated StAR promoter. HEK293T StAR-luciferase reporter, SF-1/DAX-1 repression relief. inhibition, % at 6.8 µM. 370,000 compounds, 1.1% hits. AID 652010;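 active means inhibition above the mean over all tested compounds plus 3 SD, cut at about 3.6% in these data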;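 further: 0% = DAX-1 cells with DMSO and 100% = cells lacking DAX-1 with DMSO; higher inhibition means more luminescence from relief of DAX-1 repression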
ADAM17 inh – inhibitors of human ADAM17. 370,000 compounds, 0.83% hits. AID 720648. inhibition, % at 6.95 µM. recombinant ADAM17, EDANS/DABCYL FRET peptide cleavage;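 active means inhibition above the mean of compounds lying between control limits plus 3 SD, set per campaign, cut at about 8.5% in these data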;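 further: 0% = DMSO-only wells as the low control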
hcDAF-12 act – H. contortus DAF-12 activation, primary screen; HEK293 hcDAF-12 lit1-tk-luc reporter, luminescence; 0% DMSO, 100% Δ7-dafachronic acid; activation, % at 6.8 µM; 370,000 compounds, 1.4% hits; AID 652067;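 active means activation above the mean of all tested compounds plus 3 SD, cut at about 5.5% in these data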;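 further: 100% = response to 3 µM Δ7-dafachronic acid high control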
ssDAF-12 act – S. stercoralis DAF-12 activation, primary screen | HEK293 ssDAF-12/GRIP1 lit1-tk-luc reporter, luminescence; % of 3 µM dafachronic acid response | activation, % at 6.8 µM | 370,000 compounds, 1% hits | AID 652126;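 active means activation above the mean over all tested compounds plus 3 SD, cut at about 0.9% in these data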;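 further: 0% = DMSO-only wells and 100% = 3 µM delta7-dafachronic acid wells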
SMARCA2 act – increases SMARCA2 function in MMTV reporter cells; MG213 cells, MMTV-luciferase reporter, dexamethasone, overnight; 370,000 compounds, 1% hits; AID 652017; activation, % at 9.1 µM; in the data active means activation above about 7.8%;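 further: 0% = vehicle wells and 100% = reference activator wells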
PG9 binder – PG9 antibody binding by small molecule; TR-FRET gp120-PG9 antibody binding; inhibition, % at 6.7 µM; 360,000 compounds, 0.43% hits; AID 624416; in the data active means inhibition above about 8.5%
* hit, by the source's call; · = not tested or not shown.

SMILES	hgDAF12 agonist	GC-A act	DAX1 inh-1	ADAM10 inh	FXN GAA850 act	DAX1 inh-2	ADAM17 inh	hcDAF-12 act	ssDAF-12 act	SMARCA2 act	PG9 binder
COCOc1cccc(CN2CCC(C)(Oc3cccc(C#N)c3)C2)c1 (stereo not given)	1.8	-2	·	-4	0.4	-0.3	3	-0.2	-1.3	-2	0.2
CCCCC(Sc1nc(N)c(NC(=O)c2ccc(OCC)cc2)c(=O)[nH]1)C(=O)O (stereo not given)	-0.2	0	-1.5	-2	2.7	0.2	-3	-0.5	-1.7	2	-0.7
COc1cc2nc(NC(=O)c3ccccc3)sc(=O)c2cc1OC	-6.3	5	-2.6	-2	0.7	-0.6	1	-3.4	-1.3	-1	25*
CC(=O)c1cccc(NC(=O)CCc2nnc3ccc(NCc4ccco4)nn23)c1	0.6	0	0.4	-1	1.4	0.6	-2	-1.5	-0.6	0	-0.5
COc1ccc(-n2c(SCC(=O)Nc3ccc4c(c3)OCO4)nc3ccccc3c2=O)cc1	-0.3	13	0.6	0	-1.7	-0.1	-3	0.1	-0.9	2	-3.4
FC(F)(F)c1ccc(-c2nnc(-c3cccnc3)o2)cc1	0.7	0	1.5	-6	5.5	-0.2	-3	0.6	-0.5	-2	2.0
O=C(NCc1cccnc1)c1cccn1-c1ncc(C(F)(F)F)cc1Cl	-5.5	1	0.0	-11	0.8	0.0	-4	0.5	-1.3	-4	-1.0
CC1(C(=O)NCc2ccccc2)Cc2c(-c3cccc(C(N)=O)c3)ccnc2O1 (stereo not given)	1.6	1	·	-13	-4.3	-3.1	-6	2.3	-0.2	-1	0.4
CCc1nnc(NC(=O)CSc2nnc(Cc3ccccc3)n2Cc2ccccc2)s1	3.6	-2	-1.0	-6	-2.0	-0.2	-3	-0.5	-0.5	-2	-0.6
CN1CCN(S(=O)(=O)c2ccc(NC(=O)c3ccc(F)cc3Cl)cc2)CC1	8.4	-2	-1.2	-12	1.9	0.2	-3	3.7	0.4	3	-1.7
COc1cc(Cl)nn(-c2ccccc2)c1=O	-1.8	-1	1.1	-1	-0.1	-0.1	0	-1.1	-1.1	11*	-2.1
Cc1ccc(OCCCCNC(C)(C)C)c([N+](=O)[O-])c1	-0.6	-3	-0.6	-1	-0.8	0.4	0	4.5	-1.2	3	-3.1
CC(=O)N1CCc2cc(S(=O)(=O)NCCCN3CCCCC3)ccc21	-0.7	3	0.4	-2	1.0	0.0	-1	-1.1	-1.1	2	-2.1
CC(C)(C)Nc1nc(Oc2ccc(=O)[nH]n2)nc(N2CCOCC2)n1	2.0	-2	-0.3	-2	-0.1	-0.2	-3	1.4	-1.5	2	-1.0
CC(O)c1cccc(NC2=CC(=O)CC(C)(C)C2)c1 (stereo not given)	-1.0	-1	0.6	-17	1.0	0.2	-10	-0.9	-0.5	-2	0.6
CN1C(=O)C(CC(=O)Nc2ccc(F)cc2)N(Cc2cccs2)C1=S (stereo not given)	3.1	0	0.8	1	-0.7	0.9	0	3.0	9.6*	0	-2.0
CCSc1nnc(NC(=O)COc2ccccc2[N+](=O)[O-])s1	5.2	-3	1.1	4	3.7	2.6	0	3.5	-0.8	1	-0.1
Cc1cc(Cl)ccc1OCc1nnc(-c2ccccc2C)o1	-0.5	-2	0.9	0	1.1	1.8	-1	-0.1	-0.7	2	-0.9
CCCn1nc(NC(=O)COC)c2cc3cccc(C)c3nc21	14*	-2	-0.5	-110	0.2	0.0	-47	-0.6	-1.2	4	-4.0
N#Cc1ccccc1Sc1ccccc1C(=O)Nc1ccc2ccccc2c1	0.2	-3	-0.4	17	-0.2	0.2	8.6*	0.1	-1.0	-1	0.6
O=C(CSc1ncn[nH]1)c1ccc2c(c1)OCCO2	2.1	-1	1.2	-2	-1.6	-0.1	1	-0.9	-0.6	-2	-0.3
COCc1nnc(NC(=O)C23CC4CC(CC(C4)C2)C3)s1	3.6	1	-1.1	-3	2.9	0.9	-8	-0.4	-0.4	2	0.8
COc1cc2nc(COc3ccccc3[N+](=O)[O-])oc(=O)c2cc1OC	-0.3	7	-0.8	-2	-1.0	-0.3	-1	0.6	-0.3	-2	-2.9
COC(=O)CCC(=O)c1ccn(S(=O)(=O)c2ccccc2)c1	0.0	5	-1.1	-2	1.4	-0.2	-2	-0.6	-0.5	1	0.5
CSc1ccccc1NC(=O)c1cc2c(=O)n3ccccc3nc2s1	-1.9	-8	0.6	-36	0.8	1.4	-11	-0.3	-0.4	1	-19
Cc1ccc(NC(=O)C(C)OC(=O)C2CC3CCCC(C2)C3=O)cc1S(=O)(=O)N1CCOCC1 (stereo not given)	-0.1	2	0.2	-9	3.2	1.1	-1	0.1	-1.4	4	-2.9
CC1(C)CC(NC(=O)COc2ccc3ccccc3c2)CC(C)(C)N1	-1.5	3	2.0	0	0.6	0.3	0	0.5	-1.2	2	2.3
COc1ccc(CNc2cccc3[nH]c(C(F)(F)F)nc23)cc1	-3.7	4	-0.1	-1	-0.5	-0.5	-1	1.6	-1.2	-5	0.0
O=C(COc1ccc(F)cc1)N1CCC(c2ccccc2)C1 (stereo not given)	8.5	0	-0.3	5	3.3	1.4	0	0.6	-0.1	8.4*	-1.8
C=Cn1nc(C)c2ccccc2c1=O	-1.0	4	-0.8	7	-0.1	-0.2	-2	-1.1	-1.4	1	-1.1
CC(C)Nc1nc(-c2cccnc2)nc(-c2ccc(Cl)cc2)c1C#N	1.3	-1	1.3	-1	3.1	-0.3	-2	-3.8	-1.1	1	-0.1
COCCCNC(=S)N/N=C/c1ccc(O)cc1O	-2.3	3	·	-110	-1.7	-0.6	-40	-0.9	-1.1	-4	-3.2
Cc1ccccc1CS(=O)(=O)Cc1ccc(C(=O)Nc2ccc(Cl)cc2)o1	-3.8	-2	·	-29	·	-3.9	-7	-6.6	-2.4	-8	·
CCCC(C)C(=O)Nc1ccc(Cl)cn1 (stereo not given)	4.4	-1	0.5	-8	1.9	-0.3	-2	-0.7	-0.3	-5	0.0
CC1Sc2ccc(C(=O)NCc3ccccn3)cc2NC1=O (stereo not given)	0.7	2	0.5	-10	0.8	-0.6	-1	0.2	0.3	-5	1.9
O=c1c2cc(F)ccc2sn1-c1ccccc1Cl	0.9	-3	0.3	-6	-5.0	1.0	0	0.1	-0.4	9.0*	0.8
CC(=O)c1cccc(NC(=O)C(C)Sc2nnc3ccccn23)c1 (stereo not given)	2.7	-2	2.2	-26	2.6	0.2	-6	-1.6	-1.4	-1	1.4
CCNC(=O)C1(C)CCCN(C(=O)c2cc(-c3cccs3)oc2C)C1 (stereo not given)	3.0	4	·	-22	-2.6	1.4	-7	-0.3	-0.9	-1	-1.4
C=CCn1c(SCC(=O)c2c(N)n(C3CC3)c(=O)[nH]c2=O)nnc1-c1ccoc1C	0.1	-2	-0.2	-13	2.6	1.3	0	-0.2	0.0	-2	0.4
COc1ccccc1C(c1nnnn1Cc1ccccc1)N1CCN(c2nc3ccccc3s2)CC1 (stereo not given)	-1.8	-1	-0.3	9	-1.3	-0.6	5	0.7	-1.6	0	0.2
CN(c1ccccc1)S(=O)(=O)c1cccc(NC(=O)C2=NN(c3ccccc3)C(=O)CC2)c1	-1.8	-2	-0.8	-5	0.1	-3.0	-2	-1.4	-1.6	-4	-0.7
O=C(O)C(Cc1ccccc1)n1cnnn1 (stereo not given)	-0.4	1	0.4	5	-0.7	-0.2	3	-1.8	-1.2	-4	-1.8
CCNC(=O)NC(=O)CSc1ccc(S(=O)(=O)N2CCOCC2)cn1	-0.9	4	-0.6	-8	-1.5	0.9	-2	-2.1	-1.1	-1	-2.3
Nc1nonc1-n1nnc(C(=O)N/N=C/c2ccccc2Br)c1CN1CCCC1	-2.0	2	-1.0	1	-0.3	0.1	-2	-0.3	-0.5	-3	0.0
CCCc1nc2ccccc2c(C(=O)OCc2nnc(-c3cc(OC)c(OC)c(OC)c3)o2)c1CC	-3.8	15	-1.9	-1	2.3	-2.0	-4	-2.6	-1.4	-5	-1.5
Cc1nc(NC2CCCCC2)c2nnn(Cc3ccccc3Cl)c2n1	1.7	6	0.5	2	2.8	-0.1	0	1.3	-1.5	0	-1.2
COc1ccccc1C(=O)Nc1ccncc1	-1.8	-4	-0.4	-3	-0.3	-0.2	-2	-3.7	-1.8	0	-0.9
O=[N+]([O-])c1ccc2[nH]nc(-c3ccccc3)c2c1	0.3	4	0.3	5	1.6	-0.3	8	-0.2	-1.8	-2	-1.0
CC(O)c1nc2ccc(C(=O)O)cc2[nH]1 (stereo not given)	2.4	6	0.8	7	-1.3	0.6	1	0.2	-2.3	6	-0.7
Cc1ccc2nc(-c3cccc(Br)c3)c(Cc3ccccc3C(F)(F)F)n2c1	7.2	-3	·	4	·	5.1*	3	0.5	0.4	5	-1.8
O=C(O)CC/C(=C/c1cccc(NC(=O)c2ccccc2Cl)c1)c1nc2ccccc2s1	2.0	0	-0.8	-70	0.3	-0.5	-27	1.1	-0.6	-1	-2.9
COCCCN1C(=O)C(CC(=O)NCCCN(C)C)CC(C(=O)N(C(C)C)C(C)C)=C1C (stereo not given)	1.8	0	·	-6	·	-0.2	-6	1.0	-0.7	-1	-1.0
NCCCC[C@@H]1NC(=O)c2cc([N+](=O)[O-])cc(F)c2NCCCC[C@@H](C(N)=O)NC(=O)CNC1=O	-1.7	1	0.5	-4	-1.0	0.1	0	-1.3	-0.9	0	-1.5

Of the compounds above, these contain an NH in an aromatic ring.
SMILES	hgDAF12 agonist	GC-A act	DAX1 inh-1	ADAM10 inh	FXN GAA850 act	DAX1 inh-2	ADAM17 inh	hcDAF-12 act	ssDAF-12 act	SMARCA2 act	PG9 binder
CCCCC(Sc1nc(N)c(NC(=O)c2ccc(OCC)cc2)c(=O)[nH]1)C(=O)O (stereo not given)	-0.2	0	-1.5	-2	2.7	0.2	-3	-0.5	-1.7	2	-0.7
CC(C)(C)Nc1nc(Oc2ccc(=O)[nH]n2)nc(N2CCOCC2)n1	2.0	-2	-0.3	-2	-0.1	-0.2	-3	1.4	-1.5	2	-1.0
O=C(CSc1ncn[nH]1)c1ccc2c(c1)OCCO2	2.1	-1	1.2	-2	-1.6	-0.1	1	-0.9	-0.6	-2	-0.3
COc1ccc(CNc2cccc3[nH]c(C(F)(F)F)nc23)cc1	-3.7	4	-0.1	-1	-0.5	-0.5	-1	1.6	-1.2	-5	0.0
C=CCn1c(SCC(=O)c2c(N)n(C3CC3)c(=O)[nH]c2=O)nnc1-c1ccoc1C	0.1	-2	-0.2	-13	2.6	1.3	0	-0.2	0.0	-2	0.4
O=[N+]([O-])c1ccc2[nH]nc(-c3ccccc3)c2c1	0.3	4	0.3	5	1.6	-0.3	8	-0.2	-1.8	-2	-1.0
CC(O)c1nc2ccc(C(=O)O)cc2[nH]1 (stereo not given)	2.4	6	0.8	7	-1.3	0.6	1	0.2	-2.3	6	-0.7
